hgDAF-12 ag: H. glycines DAF-12 receptor agonists, primary screen, cell-based, luminescence, HEK293, GAL4 fusion, UAS-luciferase. Nuclear hormone receptor DAF-12 (Heterodera glycines), GAL4 fusion. HEK293 GAL4-hgDAF12 UAS-luciferase reporter, agonist luminescence; normalized to butyrate control. activation, % at 6.8 µM. hit rate 1.8% among 370,000;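 active = activation above a cutoff set at the mean of all screened compounds plus 3 SD, cut at about 10% in these data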;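 note: 0% = DMSO wells and 100% = sodium butyrate wells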
hcDAF-12 act: H. contortus DAF-12 nuclear receptor activators, primary screen, cell-based, luminescence, HEK293, lit1-tk-luc reporter; HEK293 hcDAF-12 lit1-tk-luc reporter; 0% DMSO, 100% Δ7-dafachronic acid; hit rate 1.4% among 370,000; activation, % at 6.8 µM;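 active = activation above the mean of all tested compounds plus 3 SD, cut at about 5.5% in these data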;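 note: 100% = response to 3 µM Δ7-dafachronic acid high control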
PLCb3 inh: human PLC-beta3 inhibitors, primary screen, biochemical, fluorescence; inhibition, % at 12.2 µM; AID 720704, 2013; Purified PLC-beta3, fluorogenic substrate; hit rate 0.18% among 370,000; 1-phosphatidylinositol 4,5-bisphosphate phosphodiesterase beta-3 (Homo sapiens), Q01970; in the data active = inhibition above about 11%;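 note: 0% = median of compound wells on plate and 100% = full blocker control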
SMARCA2 act: SMARCA2 (BRM) function activators, primary screen, cell-based, luminescence, high throughput; MG213 cells, MMTV-luciferase reporter, dexamethasone, overnight; activation, % at 9.1 µM; hit rate 1% among 370,000; in the data active = activation above about 7.8%;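 note: 0% = vehicle wells and 100% = reference activator wells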
PLC-gamma1 inh: PLC-gamma1 enzyme inhibitors, primary screen, biochemical, fluorescence, purified enzyme; inhibition, % at 12.2 µM; AID 720700, 2013; 1-phosphatidylinositol 4,5-bisphosphate phosphodiesterase gamma-1 (Homo sapiens), P19174; hit rate 0.84% among 370,000; fluorogenic substrate; in the data active = inhibition above about 9.5%
NR1D1 modulator: modulators of Rev-erb alpha DNA binding, primary screen, biochemical, FITC-DNA, fluorescence polarization, uHTS. Nuclear receptor subfamily 1 group D member 1 (Homo sapiens), P20393. Rev-erbα–FITC-DNA binding, 90 min. activity, % at 10 µM. hit rate 0.79% among 370,000. AID 1259318, 2017;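 active = activity above about 14%, limit read from the data; passing the limit was not always enough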;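 note: 0% = DMSO wells with 35 nM protein and 100% = DMSO wells with 750 nM protein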
DAX1 inh-1: DAX1 (NR0B1) inhibitors, primary screen, cell-based, HEK293, Gal4-DAX1, luciferase luminescence. AID 504766, 2011. inhibition, % at 6.75 µM. hit rate 0.99% among 340,000. HEK293 Gal4-DAX1 luciferase reporter. Nuclear receptor subfamily 0 group B member 1 (Homo sapiens), P51843;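 active = inhibition above the mean over all tested compounds plus 3 SD, cut at about 4.2% in these data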;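 note: 0% = DAX1-transfected cells with DMSO and 100% = empty-vector control cells with DMSO; inhibition shows as a rise in luminescence from relieved DAX1 repression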
Target sequence (P51843 207-470 limits assumed): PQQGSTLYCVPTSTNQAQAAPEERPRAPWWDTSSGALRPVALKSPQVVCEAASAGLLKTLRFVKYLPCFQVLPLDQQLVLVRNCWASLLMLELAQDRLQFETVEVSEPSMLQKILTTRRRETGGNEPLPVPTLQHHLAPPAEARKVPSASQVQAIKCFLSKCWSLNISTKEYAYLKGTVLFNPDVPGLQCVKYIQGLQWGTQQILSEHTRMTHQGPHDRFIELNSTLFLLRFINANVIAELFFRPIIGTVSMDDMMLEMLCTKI
ssDAF-12 act: S. stercoralis DAF-12 nuclear receptor activators, primary screen, cell-based, luminescence, HEK293, GRIP1 co-expression, lit1-tk-luc; AID 652126, 2013; hit rate 1% among 370,000; HEK293 ssDAF-12/GRIP1 lit1-tk-luc reporter; % of 3 µM dafachronic acid response; activation, % at 6.8 µM;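 active = activation above the mean over all tested compounds plus 3 SD, cut at about 0.9% in these data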;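 note: 0% = DMSO-only wells and 100% = 3 µM delta7-dafachronic acid wells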
DAX1 inh-2: DAX1 (NR0B1) inhibitors on StAR promoter, primary screen, cell-based, luminescence, SF-1 (NR5A1), full-length DAX-1. AID 652010, 2013. hit rate 1.1% among 370,000. HEK293T StAR-luciferase reporter, SF-1/DAX-1 repression relief. inhibition, % at 6.8 µM;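 active = inhibition above the mean over all tested compounds plus 3 SD, cut at about 3.6% in these data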;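 note: 0% = DAX-1 cells with DMSO and 100% = cells lacking DAX-1 with DMSO; higher inhibition means more luminescence from relief of DAX-1 repression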
MBD2 DNA inh: inhibitors of MBD2 binding to methylated DNA, primary screen, biochemical, TR-FRET, DNA-binding domain, human; Methyl-CpG-binding domain protein 2 (Homo sapiens), Q9UBB5; MBD2 binding to methylated oligonucleotide; inhibition, % at 4.4 µM; hit rate 0.31% among 370,000; in the data active = inhibition above about 13%
ADAM17 inh: ADAM17 inhibitors, primary screen, biochemical, QFRET | Disintegrin and metalloproteinase domain-containing protein 17 (Homo sapiens), P78536 | hit rate 0.83% among 370,000 | inhibition, % at 6.95 µM | recombinant ADAM17, EDANS/DABCYL FRET peptide cleavage;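 active = inhibition above the mean of compounds lying between control limits plus 3 SD, set per campaign, cut at about 8.5% in these data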;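 note: 0% = DMSO-only wells as the low control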
Target sequence (P78536 215-824 limits assumed): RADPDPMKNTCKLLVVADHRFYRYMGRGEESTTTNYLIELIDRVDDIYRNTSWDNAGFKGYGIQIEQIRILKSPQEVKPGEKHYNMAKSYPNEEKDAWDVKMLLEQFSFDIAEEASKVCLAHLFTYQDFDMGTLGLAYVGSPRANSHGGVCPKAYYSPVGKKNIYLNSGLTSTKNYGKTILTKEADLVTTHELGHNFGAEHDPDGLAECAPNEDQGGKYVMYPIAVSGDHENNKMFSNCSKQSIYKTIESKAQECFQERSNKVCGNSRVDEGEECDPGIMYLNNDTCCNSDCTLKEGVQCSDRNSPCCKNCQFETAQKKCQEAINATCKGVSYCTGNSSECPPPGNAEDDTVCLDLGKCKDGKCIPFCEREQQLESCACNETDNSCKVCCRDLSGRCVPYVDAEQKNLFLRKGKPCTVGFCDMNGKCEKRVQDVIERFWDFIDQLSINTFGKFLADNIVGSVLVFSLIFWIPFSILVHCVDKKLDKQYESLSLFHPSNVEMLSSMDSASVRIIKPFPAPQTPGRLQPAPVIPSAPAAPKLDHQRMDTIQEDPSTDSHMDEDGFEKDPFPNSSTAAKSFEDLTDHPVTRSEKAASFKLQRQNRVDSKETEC
The depositor's hits bear a star.

COC(=O)C1=C(C)N(Cc2cccc(C(F)(F)F)c2)C(=NCc2ccc(OC)cc2)NC1c1cccc(Cl)c1 (stereo not drawn) was read as hgDAF-12 ag 1.5, hcDAF-12 act 1.5, PLCb3 inh 4, SMARCA2 act -3, PLC-gamma1 inh 4, NR1D1 modulator 1, ssDAF-12 act 0.4, DAX1 inh-2 0.7, MBD2 DNA inh -8 and ADAM17 inh 2.
Screening COc1ccccc1NC(=O)CCN1C(=O)C2C3CCC(C3)C2C1=O (stereo not drawn) returned hgDAF-12 ag 2.1, hcDAF-12 act -0.8, PLCb3 inh -7, SMARCA2 act -3, PLC-gamma1 inh 6, NR1D1 modulator -4, DAX1 inh-1 0.5, ssDAF-12 act -0.7, DAX1 inh-2 1.4, MBD2 DNA inh -1 and ADAM17 inh -1.
For COc1ccc(S(=O)(=O)Nc2ccccc2C(=O)N2CCCC2)cc1C the results were hgDAF-12 ag -1.2, hcDAF-12 act -2.1, PLCb3 inh 2, SMARCA2 act 0, PLC-gamma1 inh 3, NR1D1 modulator 2, DAX1 inh-1 -1.0, ssDAF-12 act -0.9, DAX1 inh-2 0.3, MBD2 DNA inh -1 and ADAM17 inh 1.
`CCCCN1CC(=O)N2[C@H]3c4cc(Cl)ccc4OC[C@@H]3[C@H](c3ccccc3)[C@]2(C)C1=O` gave hgDAF-12 ag -0.4, hcDAF-12 act -1.5, PLCb3 inh 1, SMARCA2 act 0, PLC-gamma1 inh 2, NR1D1 modulator 5, DAX1 inh-1 0.3, ssDAF-12 act -1.1, DAX1 inh-2 0.0, MBD2 DNA inh -5 and ADAM17 inh 1.
Screening Cc1ccc(CNC(=O)c2ccccc2N)cc1 returned hgDAF-12 ag -1.3, hcDAF-12 act -0.7, PLCb3 inh -86, SMARCA2 act -2, PLC-gamma1 inh -58, NR1D1 modulator 0, DAX1 inh-1 0.2, ssDAF-12 act -0.7, DAX1 inh-2 0.0, MBD2 DNA inh -3 and ADAM17 inh -124.
Screening CCN(Cc1ccccc1)C(=O)COC(=O)c1cc(Cl)nc(Cl)c1 returned hgDAF-12 ag -3.1, hcDAF-12 act 1.1, PLCb3 inh -2, SMARCA2 act -2, PLC-gamma1 inh -2, NR1D1 modulator 3, DAX1 inh-1 -0.4, ssDAF-12 act -1.2, DAX1 inh-2 -0.6, MBD2 DNA inh -3 and ADAM17 inh -6.
For CC(C)NC(=O)C1CCN(C2CCN(Cc3ccc4cccc(F)c4n3)CC2)CC1 the results were hgDAF-12 ag -1.1, hcDAF-12 act 0.4, PLCb3 inh -9, SMARCA2 act -2, PLC-gamma1 inh 1, NR1D1 modulator 5, DAX1 inh-1 -0.3, ssDAF-12 act -1.4, DAX1 inh-2 -0.1, MBD2 DNA inh 1 and ADAM17 inh -2.
Screening CC(Sc1nnc2ccccn12)C(N)=O (stereo not drawn) returned hgDAF-12 ag -2.6, hcDAF-12 act -1.4, PLCb3 inh -6, SMARCA2 act 4, PLC-gamma1 inh 3, NR1D1 modulator 1, DAX1 inh-1 -0.9, ssDAF-12 act -2.0, DAX1 inh-2 -1.2, MBD2 DNA inh 0 and ADAM17 inh -1.
Cc1sc2nc(SCCO)n(-c3ccccc3)c(=O)c2c1C was read as hgDAF-12 ag 0.9, hcDAF-12 act -2.1, PLCb3 inh -7, SMARCA2 act 1, PLC-gamma1 inh 0, NR1D1 modulator -5, DAX1 inh-1 -1.1, ssDAF-12 act -1.7, DAX1 inh-2 -0.5, MBD2 DNA inh -3 and ADAM17 inh -1.
Screening CCOC(=O)C1=C(N)c2ccccc2CC1C1CCCC1 (stereo not drawn) returned hgDAF-12 ag 1.8, hcDAF-12 act -0.4, PLCb3 inh -14, SMARCA2 act -2, PLC-gamma1 inh -3, NR1D1 modulator 3, DAX1 inh-1 0.5, ssDAF-12 act -1.6, DAX1 inh-2 0.4, MBD2 DNA inh 1 and ADAM17 inh -3.
`Cc1cc(C)nc(SCC(=O)N/N=C\C(Br)=C\c2ccccc2)n1` gave hgDAF-12 ag 0.4, hcDAF-12 act 0.7, PLCb3 inh 1, SMARCA2 act 0, PLC-gamma1 inh -1, NR1D1 modulator 7, DAX1 inh-1 -1.6, ssDAF-12 act -0.9, DAX1 inh-2 -0.6, MBD2 DNA inh 5 and ADAM17 inh -2.
Cc1ccc(C(OCC(O)CNC(CO)C(O)c2ccc([N+](=O)[O-])cc2)c2ccccc2)cc1 (stereo not drawn) was read as hgDAF-12 ag -0.4, hcDAF-12 act -1.3, PLCb3 inh 1, SMARCA2 act -3, PLC-gamma1 inh 3, NR1D1 modulator 4, DAX1 inh-1 0.5, ssDAF-12 act -1.1, DAX1 inh-2 -0.2, MBD2 DNA inh 3 and ADAM17 inh 3.
Screening O=C(COc1ccc(Br)cc1)NCCO returned hgDAF-12 ag 2.1, hcDAF-12 act -2.6, PLCb3 inh 1, SMARCA2 act -4, PLC-gamma1 inh 0, NR1D1 modulator 2, DAX1 inh-1 -0.8, ssDAF-12 act -0.7, DAX1 inh-2 0.8, MBD2 DNA inh -6 and ADAM17 inh 0.
For O=C(O)/C=C/c1cccnc1 the results were hgDAF-12 ag 0.8, hcDAF-12 act 0.9, PLCb3 inh 3, SMARCA2 act -6, PLC-gamma1 inh 9, NR1D1 modulator 4, DAX1 inh-1 1.4, ssDAF-12 act -1.3, DAX1 inh-2 -0.5, MBD2 DNA inh 8 and ADAM17 inh -9.
For O=C1CN(C(=O)c2ccccc2[N+](=O)[O-])C(c2ccccc2)c2cc(Br)ccc2N1 (stereo not drawn) the results were hgDAF-12 ag -2.2, hcDAF-12 act 0.5, PLCb3 inh -5, SMARCA2 act 4, PLC-gamma1 inh 9.7*, NR1D1 modulator 6, DAX1 inh-1 -2.2, ssDAF-12 act -1.4, DAX1 inh-2 -0.7, MBD2 DNA inh -5 and ADAM17 inh 1.
CC(=O)N(c1ccc2oc(=O)sc2c1)S(=O)(=O)c1ccccc1 was read as hgDAF-12 ag -1.1, hcDAF-12 act 0.7, PLCb3 inh 2, SMARCA2 act 5, PLC-gamma1 inh 3, NR1D1 modulator 8, DAX1 inh-1 1.4, ssDAF-12 act -0.7, DAX1 inh-2 -0.4, MBD2 DNA inh -3 and ADAM17 inh 4.
For COC(=O)C1=C(CS(=O)(=O)c2ccc(Cl)cc2)NC(=O)NC1c1ccc(O)c(OC)c1 (stereo not drawn) the results were hgDAF-12 ag -3.0, hcDAF-12 act -0.7, PLCb3 inh -6, SMARCA2 act -1, PLC-gamma1 inh 3, NR1D1 modulator -3, DAX1 inh-1 0.2, ssDAF-12 act -1.0, DAX1 inh-2 0.0, MBD2 DNA inh 2 and ADAM17 inh -1.
For CCC(C)Nc1nnc(SCC(=O)c2c(N)n(C3CC3)c(=O)[nH]c2=O)s1 (stereo not drawn) the results were hgDAF-12 ag -1.9, hcDAF-12 act -1.5, PLCb3 inh -1, SMARCA2 act -5, PLC-gamma1 inh 1, NR1D1 modulator 2, DAX1 inh-1 -1.3, ssDAF-12 act -1.1, DAX1 inh-2 0.3, MBD2 DNA inh 1 and ADAM17 inh 1.
For Cc1ccc(CCNC(=O)C2CC(c3ccccc3[N+](=O)[O-])=NO2)cc1 (stereo not drawn) the results were hgDAF-12 ag 1.9, hcDAF-12 act 2.5, PLCb3 inh 0, SMARCA2 act 0, PLC-gamma1 inh -1, NR1D1 modulator -5, DAX1 inh-1 0.6, ssDAF-12 act -0.4, DAX1 inh-2 0.1, MBD2 DNA inh 0 and ADAM17 inh -1.
For Cn1cc(CNCc2ccc(-n3cccn3)cc2)c(-c2ccccc2F)n1 the results were hgDAF-12 ag -6.2, hcDAF-12 act -1.9, PLCb3 inh -2, SMARCA2 act -7, PLC-gamma1 inh -1, NR1D1 modulator 8, DAX1 inh-1 0.9, ssDAF-12 act -1.5, DAX1 inh-2 -1.1, MBD2 DNA inh 2 and ADAM17 inh 0.
For COc1cc(NC(=O)COC(=O)c2cc(S(=O)(=O)N3CCOCC3)ccc2F)cc(OC)c1 the results were hgDAF-12 ag 1.8, hcDAF-12 act -1.7, PLCb3 inh 4, SMARCA2 act 5, PLC-gamma1 inh 0, NR1D1 modulator -2, DAX1 inh-1 -0.2, ssDAF-12 act -0.8, DAX1 inh-2 -0.3, MBD2 DNA inh 1 and ADAM17 inh -1.
O=S1(=O)CCC(NC(=S)Nc2ccccc2)C1 (stereo not drawn) was read as hgDAF-12 ag 1.5, hcDAF-12 act -0.5, PLCb3 inh -2, SMARCA2 act -4, PLC-gamma1 inh -4, NR1D1 modulator 1, ssDAF-12 act -1.4, DAX1 inh-2 -0.3, MBD2 DNA inh -5 and ADAM17 inh -2.
For CCCNC(=S)NNC(=O)c1cc(C2CC2)nc2ccccc12 the results were hgDAF-12 ag 4.3, hcDAF-12 act -0.4, PLCb3 inh -16, SMARCA2 act -2, PLC-gamma1 inh -9, NR1D1 modulator -9, DAX1 inh-1 0.4, ssDAF-12 act -1.4, DAX1 inh-2 -1.4, MBD2 DNA inh 0 and ADAM17 inh -8.
Screening Cc1cccc(C)c1NC(=O)C1(C)c2cccc[n+]2CC(=O)N1Cc1cccs1 (stereo not drawn) returned hgDAF-12 ag -0.5, hcDAF-12 act -0.4, PLCb3 inh -7, SMARCA2 act -4, PLC-gamma1 inh -7, NR1D1 modulator 3, DAX1 inh-1 0.3, ssDAF-12 act -1.5, DAX1 inh-2 0.3, MBD2 DNA inh -4 and ADAM17 inh 0.
`O=C(CSc1nc(C(F)(F)F)cc(=O)[nH]1)NCc1ccc2c(c1)OCO2` gave hgDAF-12 ag 0.5, hcDAF-12 act -0.3, PLCb3 inh -5, SMARCA2 act -3, PLC-gamma1 inh -1, NR1D1 modulator -4, DAX1 inh-1 -0.2, ssDAF-12 act -0.9, DAX1 inh-2 -0.3, MBD2 DNA inh 1 and ADAM17 inh 0.
`O=c1[nH]c2cc([N+](=O)[O-])ccc2c2ccccc12` gave hgDAF-12 ag 1.6, hcDAF-12 act -1.3, PLCb3 inh 1, SMARCA2 act -1, PLC-gamma1 inh -2, NR1D1 modulator -3, DAX1 inh-1 2.5, ssDAF-12 act -1.6, DAX1 inh-2 1.0, MBD2 DNA inh -6 and ADAM17 inh -2.

Bioassay records deposited in PubChem by several laboratories.
